Compound activity deposited in PubChem BioAssay by NCI.
Growth percent in the NCI-60 one-dose screen (48 h, 10 µM unless noted): 100 = growth as untreated, 0 = no growth, -100 = all killed.
SK-OV-3: SK-OV-3 ovarian cancer cells; 80,000 tested, 3.2% active
ACHN: ACHN renal cancer | AID 1794771 | 81,000 tested, 4.9% active
IGROV1: IGROV1 ovarian cancer | 79,000 tested, 4.7% active
RXF 393: RXF 393 renal cancer cells; AID 1794773; 77,000 tested, 6.9% active
OVCAR-4: OVCAR-4 ovarian cancer cells. 80,000 tested, 3.7% active. AID 1794784
A498: A498 renal cancer cells. AID 1794774. 76,000 tested, 5.4% active
OVCAR-8: OVCAR-8 ovarian cancer. 81,000 tested, 4.4% active
OVCAR-3: OVCAR-3 ovarian cancer. 79,000 tested, 7% active. AID 1794787
OVCAR-5: OVCAR-5 ovarian cancer | 82,000 tested, 2.9% active | AID 1794783
Numbers without * were called inactive; nt = no result given; & = joins results of further samples. Rule for the calls: active = growth percent below 10; inactive = the rest.

compound,SK-OV-3,ACHN,IGROV1,RXF 393,OVCAR-4,A498,OVCAR-8,OVCAR-3,OVCAR-5
Cc1c(C)c(Br)c(Br)c(Br)c1Br,115,102,117,124,103,92,99,102,109
Cc1[nH]c(C(=O)Nc2ccccc2OCc2cccc(C(=O)NCCN)c2)cc1F,95,101,92,99,100,91,97,114,102
O=C(CSc1nnc(Nc2ccccc2)s1)NCCc1ccc(F)cc1,113,107,-2.4*,113,102,93,117,113,93
COc1cc(/C=C/C(=O)c2ccccc2O)ccc1OCCCOc1cc2c(cc1OC)C(=O)N1CCC[C@H]1C=N2,33,-14*,-66*,-45*,-2.2*,-68*,18,-3.5*,0.5*
COC(=O)[C@]12CCC(C)(C)C[C@H]1[C@H]1C(=O)C[C@@H]3[C@@]4(C)CC[C@H](OC(C)=O)C(C)(C)[C@@H]4CC[C@@]3(C)[C@]1(C)CC2,71,83,103,97,77,92,86,86,89
O=S(=O)(Nc1ccc(OC(F)F)cc1)c1ccc(-c2cnc(C3CC3)o2)cc1,83,79,65,82,52,17,78,71,98
CCn1cc2c(cc1=O)-c1nc3ccccc3c3ccnc(c13)C2=O,46,10,70,64,81,82,55,74,105
COC(=O)c1ccccc1NCCO,106,104,106,112,101,88,102,123,87
O=C(CSc1nc2c(n1Nc1ccccc1)-c1ccccc1SC2)Nc1nc(-c2ccc(Cl)cc2)cs1,83,96,86,99,8.4*,55,57,66,94
COc1ccc(Oc2c(OC)cc(NCc3ccc(CN)cc3)c3ncccc23)cc1,98,94,101,95,85,89,87,92,103
O=C(Nc1ccc(-c2ccc3c(c2)NC(=O)/C3=C\c2ccc[nH]2)cc1)Nc1ccc(Cl)c(C(F)(F)F)c1,68,37,62,42,29,39,51,29,51
Cn1cc(C(=O)c2nc(-c3c[nH]c4ccc(Br)cc34)no2)c2cc(F)ccc21,88,90,61,109,93,107,95,97,99
COC(=O)C(Cc1cnc[nH]1)NC(=O)CCCn1c(C)c(C)c2c1N=C(SC)N1CC(=O)N=C21 (centres undefined),125,113,95,112,90,101,103,121,106
Cc1cc(Nc2nc(C(N)=O)nc3ccccc23)n[nH]1,75,74,60,nt,65,93,100,92,98
CCOC(=O)c1sc(/N=C2\C(=O)Nc3ccc([N+](=O)[O-])cc32)nc1C,94,102,94,95,104,nt,99,87,113

Part of the list above, field by field.
COC(=O)[C@]12CCC(C)(C)C[C@H]1[C@H]1C(=O)C[C@@H]3[C@@]4(C)CC[C@H](OC(C)=O)C(C)(C)[C@@H]4CC[C@@]3(C)[C@]1(C)CC2
  SK-OV-3: 71	ACHN: 83	IGROV1: 103	RXF 393: 97	OVCAR-4: 77	A498: 92	OVCAR-8: 86	OVCAR-3: 86	OVCAR-5: 89
O=S(=O)(Nc1ccc(OC(F)F)cc1)c1ccc(-c2cnc(C3CC3)o2)cc1
  SK-OV-3: 83	ACHN: 79	IGROV1: 65	RXF 393: 82	OVCAR-4: 52	A498: 17	OVCAR-8: 78	OVCAR-3: 71	OVCAR-5: 98
CCn1cc2c(cc1=O)-c1nc3ccccc3c3ccnc(c13)C2=O
  SK-OV-3: 46	ACHN: 10	IGROV1: 70	RXF 393: 64	OVCAR-4: 81	A498: 82	OVCAR-8: 55	OVCAR-3: 74	OVCAR-5: 105

Further results:
compound,SK-OV-3,ACHN,IGROV1,RXF 393,OVCAR-4,A498,OVCAR-8,OVCAR-3,OVCAR-5
O=C(O)CSc1ccc2c3c(cccc13)C(=O)c1ccccc1-2,105,85,91,101,102,72,94,99,92
CC(=O)O[C@H]1CC[C@]2(C)[C@H]3CC=C4[C@@H]5[C@@H](C)[C@H](C)CC[C@]5(C(=O)NC(COC(=O)C(Cl)Cl)(COC(=O)C(Cl)Cl)COC(=O)C(Cl)Cl)CC[C@@]4(C)[C@]3(C)CC[C@H]2C1(C)C,59,65,75,85,48,78,69,44,87
COc1ccc(-c2cc(-c3cc(C(C)C)c(O)cc3C)nn2-c2ccc(S(N)(=O)=O)cc2)cc1,60,56,86,27,64,88,24,8.4*,66
Nc1ccc(I)cc1Cl,109,100,104,138,115,98,102,103,110
COc1ccccc1C(=O)Nc1cccc(-c2cc(=O)c3c(OC)c(OC)c(OC)cc3o2)c1,100,43,43,59,59,45,39,51,81
O=C(Nc1ccc(Cl)cc1)c1cc2c(cc1O)[nH]c1ccccc12,24,22,163,2.0*,31,30,8.6*,6.3*,60
NC(=O)C(=O)NCCCCC(=O)Nc1ccccc1,112,106,108,112,102,80,103,111,98
Fc1ccc(N2CC(Cn3c(C(F)(F)F)cc4c(Cl)ncnc43)C2)c(F)c1,100,42,-96*,-51*,-27*,130,-88*,-66*,107
Cc1ccccc1C1OC2=C(Nc3ccc([N+](=O)[O-])cc3N2)C1=O (centres undefined),124,107,94,107,83,135,96,99,115
COc1ccc(C(=O)NNC(=O)c2ccc3ccccc3c2)cc1,106,115,119,105,109,108,100,125,108
O=C(O)/C=C\C(=O)Nc1ccc2c(c1)Cc1cc(Cl)ccc1-2,99,102,90,114,116,99,98,101,109
O=C(NCCN1CCN(C(=O)Nc2ccccc2Cl)CC1)Nc1ccccc1Cl,99,98,89,131,nt,92,101,110,101
CCOC(=O)c1[nH]c(C)cc1C,103,105,105,114,94,97,97,111,108
O=C1OCC2=C1C(c1cccc(Br)c1)c1cc3c(cc1N2CCO)CCC3 (centres undefined),29,21,20,29,55,-11*,nt,-62*,22
O=c1[nH]c2c([nH]1)c1c3ccccc3[nH]c1c1c3ccccc3[nH]c21,96,94,75,101,86,113,95,80,82
CC1=C(CCN2CCCCC2)C(=O)N2N=C(c3ccccc3)OC2N1 (centres undefined),97,102,98,94,100,88,105,104,111
C=C1C(=O)O[C@H]2[C@H]1CC/C(Cn1cc(-c3ccsc3)nn1)=C\CC[C@@]1(C)O[C@@H]21,83,-91*,-16*,-57*,-47*,-5.0*,-4.4*,-95*,-18*
CCOC(C)c1ccccc1 (centres undefined),106,100,103,nt,108,87,105,110,93
O=S(=O)(Nc1ccc(Cl)cc1Cl)c1ccc(-c2cnc(C3CC3)o2)cc1,42,54,29,-11*,53,-21*,27,-18*,40
CCCCn1c(N)c(N(CC)C(=O)COc2ccc(C)c(C)c2)c(=O)[nH]c1=O,98,104,85,86,102,105,96,112,88
COc1ccccc1CN1C(=O)C2C/C(=C\N(C)C)C(=O)N2C1N(C)C (centres undefined),100,101,99,91,95,83,96,106,93
COc1ccc(C(=O)c2cc(OC)c(OC)c(OC)c2)cc1/C=C/C(=O)c1ccc2c(c1)OCO2,37,-76*,17,17,nt,72,19,1.0*,-17*
O=C1NCCN1/N=C/c1c(Cl)nc2n1CCS2,111,108,84,150,113,156,115,106,102
CCOC(=O)C(C#N)C(C)(C)C[N+](=O)[O-] (centres undefined),103,107,111,103,139,107,103,108,94
CCCC(=O)NC(c1cccnc1)c1cc(C)c2cccnc2c1O (centres undefined),43,20,31,82,30,63,14,-0.3*,54
COc1cc(C2c3cc(O)c(OC)cc3CC(C(=O)O)C2CO)ccc1O (centres undefined),115,100,101,109,106,nt,105,109,106
COc1ccc2c(CCC(c3ccccc3)c3ccccc3)c3[n+](cc2c1OC)CCc1cc2c(cc1-3)OCO2,-13*,23,23,nt,13,nt,2.8*,0.0*,29
COc1cc2ccccc2cc1N=C=O,91,93,76,107,110,78,98,107,115
C/C(=C\CCc1ccsc1)CC/C=C(\C)CCCN1CCOCC1,95,98,100,94,89,58,100,101,96
COc1cc(-c2nn(-c3cccc(F)c3)cc2CO)ccc1O,110,109,97,114,87,88,103,109,104
CC(=O)NC1c2ccccc2Oc2ccccc21,91,103,96,118,101,97,106,105,98
COC(=O)CN1C(=O)c2cc(-c3ccccc3)nc(C)c2C1=O,112,105,120,107,105,86,95,98,98
COc1ccc(C2=NN(C(N)=S)C(c3cc4ccccc4[nH]c3=O)C2)cc1 (centres undefined),104,111,89,124,95,64,98,119,98
Fc1ccc(C(c2ccc(F)cc2)C(Cl)(Cl)Cl)cc1,115,113,110,121,106,97,101,103,103
COc1cc(C2CC(c3ccc(N4CCOCC4)cc3)=NN2c2nc(-c3ccc(Cl)cc3)c(C#N)c(N3CCOCC3)n2)cc(OC)c1OC (centres undefined),110,91,92,92,91,117,94,99,110
CCOC(=O)c1c2c(c3ccc4c5ccccc5ccc4n13)C(=O)c1ccccc1C2=O,107,92,86,104,110,136,110,118,117
CC1(C)CC(=O)C2=C(C1)N(c1ccc(OC(F)(F)F)cc1)C(N)=C(C#N)C2c1ccc(Cl)cc1Cl (centres undefined),96,90,98,69,93,68,89,106,102
C=CCOC(=O)Nc1ccccc1,105,109,100,113,103,108,99,nt,100
Cn1c(=O)cc(NC(=O)CN2CCN(c3cc4c(cc3F)c(=O)c(C(=O)O)cn4C3CC3)CC2)[nH]c1=O,112,100,101,102,97,102,98,100,96
CNc1n[nH]c(-c2ccccc2)n1,104,96,108,126,107,60,109,109,93
COc1ccc(C(=O)c2sc3nc(C)cc(C)c3c2N)cc1OC,78,88,89,94,85,88,66,95,104
CCCCCN(CCCCC)C(C)C(O)c1ccc2cc(Cl)c3ccccc3c2c1 (centres undefined),89,102,98,98,105,83,100,97,nt
COC(=O)/C(CCC=C(C)C)=C1\[C@@H](OC(C)=O)C[C@@]2(C)[C@H]1C/C(=N\O)[C@H]1[C@@]3(C)CCNC(=O)[C@@H](C)[C@@H]3CC[C@@]12C,nt,100,104,118,108,115,101,104,102
COc1ccc(/C(=N\O)c2cc(OC)c(OC)c(OC)c2)c(OC)c1N,43,40,46,17,43,-19*,18,-25*,48
COc1ccc(CCCc2c3[n+](cc4c(OC)c(OC)ccc24)CCc2cc4c(cc2-3)OCO4)cc1,78,96,54,nt,54,nt,48,30,87
O=C(c1ccc(O)c(O)c1)c1c(O)cc(O)cc1O,96,104,103,105,99,102,102,117,101
O=C(CNc1nc(-c2ccccc2)cs1)Nc1ccc(Cl)cc1[N+](=O)[O-],-6.0*,-61*,8.1*,nt,16,15,11,-32*,-52*
O=S(=O)(c1ccccc1)N1CCN(c2ccccc2)CC1,100,107,101,132,120,nt,109,104,100
C=Cn1c(O)c(N=NC(=O)c2ccc(S(N)(=O)=O)cc2)c2ccccc21,98,100,99,100,nt,91,96,107,101
O=C(O)c1ccc(NC2=C(I)C(=O)c3ncccc3C2=O)cc1,90,96,99,104,114,94,100,103,109
CCCCC1COc2cccc3c2N1C=C/C3=C\C(=O)N(C)c1ccc(C(F)(F)F)cc1 (centres undefined),101,102,102,100,72,98,92,93,109
N#Cc1c(Cl)cccc1N1CCSCC1,106&104,112&106,112&104,100&99,93&107,95&99,102&100,103&101,87&92

18 structures already listed, ordered by SMILES length, rising:
compound,SK-OV-3,ACHN,IGROV1,RXF 393,OVCAR-4,A498,OVCAR-8,OVCAR-3,OVCAR-5
C=CCOC(=O)Nc1ccccc1,105,109,100,113,103,108,99,nt,100
N#Cc1c(Cl)cccc1N1CCSCC1,106&104,112&106,112&104,100&99,93&107,95&99,102&100,103&101,87&92
CC(=O)NC1c2ccccc2Oc2ccccc21,91,103,96,118,101,97,106,105,98
O=C(c1ccc(O)c(O)c1)c1c(O)cc(O)cc1O,96,104,103,105,99,102,102,117,101
O=S(=O)(c1ccccc1)N1CCN(c2ccccc2)CC1,100,107,101,132,120,nt,109,104,100
Fc1ccc(C(c2ccc(F)cc2)C(Cl)(Cl)Cl)cc1,115,113,110,121,106,97,101,103,103
COc1ccc(C(=O)c2sc3nc(C)cc(C)c3c2N)cc1OC,78,88,89,94,85,88,66,95,104
O=C(O)c1ccc(NC2=C(I)C(=O)c3ncccc3C2=O)cc1,90,96,99,104,114,94,100,103,109
CCCCCN(CCCCC)C(C)C(O)c1ccc2cc(Cl)c3ccccc3c2c1 (centres undefined),89,102,98,98,105,83,100,97,nt
C=Cn1c(O)c(N=NC(=O)c2ccc(S(N)(=O)=O)cc2)c2ccccc21,98,100,99,100,nt,91,96,107,101
O=C(CNc1nc(-c2ccccc2)cs1)Nc1ccc(Cl)cc1[N+](=O)[O-],-6.0*,-61*,8.1*,nt,16,15,11,-32*,-52*
CCOC(=O)c1c2c(c3ccc4c5ccccc5ccc4n13)C(=O)c1ccccc1C2=O,107,92,86,104,110,136,110,118,117
CCCCC1COc2cccc3c2N1C=C/C3=C\C(=O)N(C)c1ccc(C(F)(F)F)cc1 (centres undefined),101,102,102,100,72,98,92,93,109
COc1ccc(CCCc2c3[n+](cc4c(OC)c(OC)ccc24)CCc2cc4c(cc2-3)OCO4)cc1,78,96,54,nt,54,nt,48,30,87
CC1(C)CC(=O)C2=C(C1)N(c1ccc(OC(F)(F)F)cc1)C(N)=C(C#N)C2c1ccc(Cl)cc1Cl (centres undefined),96,90,98,69,93,68,89,106,102
Cn1c(=O)cc(NC(=O)CN2CCN(c3cc4c(cc3F)c(=O)c(C(=O)O)cn4C3CC3)CC2)[nH]c1=O,112,100,101,102,97,102,98,100,96
COc1cc(C2CC(c3ccc(N4CCOCC4)cc3)=NN2c2nc(-c3ccc(Cl)cc3)c(C#N)c(N3CCOCC3)n2)cc(OC)c1OC (centres undefined),110,91,92,92,91,117,94,99,110
COC(=O)/C(CCC=C(C)C)=C1\[C@@H](OC(C)=O)C[C@@]2(C)[C@H]1C/C(=N\O)[C@H]1[C@@]3(C)CCNC(=O)[C@@H](C)[C@@H]3CC[C@@]12C,nt,100,104,118,108,115,101,104,102

Random draw from the library. About 11% of those tested had a hit in this group.
